# Screening results from PubChem.
# TSG101-PTAP inh: blocks PTAP binding to human TSG101, validation; Fluorescence polarization, FITC-PTAP peptide/Tsg101, 20 min; Potency, µM (top dose mostly 115 µM), without a hit: top-dose activity change, negative = inhibition, hits mostly inhibitors; 44,000 tested, under 10 active; AID 1347069; note: potency is the fitted concentration of half-maximal effect; 0% is about no effect
#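 Fluorescence polarization: Tsg101 binding domain (10 uM final) in 10 mM HEPES pH 7.5, 0.15 M NaCl, 0.01% Tween 20, 3 mM EDTA, 0.1 mM TCEP; compounds pinned; FITC-PTAP peptide 50 nM final; 20 min, r.t.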
# FH mod: Identification of activators of human fumarate hydratase by quantitative high-throughput screening. AID 1347055, 2019. Fumarate hydratase, mitochondrial (Homo sapiens), P07954. Potency, µM (series often up to 79.9 µM), for the others: top-dose activity change, negative = inhibition, hits mostly inhibitors. 0.22% of 54,000 active. FH coupled MDH/diaphorase resazurin fluorescence, 15 min; note: potency is the fitted concentration of half-maximal effect; % is set by controls: 0 for no effect and ±100 for the full control effect; the screen sought activators but most active calls are inhibition curves; nearly all actives have a fitted effect of over 45% in size
# Target sequence (P07954 whole entry, looked up): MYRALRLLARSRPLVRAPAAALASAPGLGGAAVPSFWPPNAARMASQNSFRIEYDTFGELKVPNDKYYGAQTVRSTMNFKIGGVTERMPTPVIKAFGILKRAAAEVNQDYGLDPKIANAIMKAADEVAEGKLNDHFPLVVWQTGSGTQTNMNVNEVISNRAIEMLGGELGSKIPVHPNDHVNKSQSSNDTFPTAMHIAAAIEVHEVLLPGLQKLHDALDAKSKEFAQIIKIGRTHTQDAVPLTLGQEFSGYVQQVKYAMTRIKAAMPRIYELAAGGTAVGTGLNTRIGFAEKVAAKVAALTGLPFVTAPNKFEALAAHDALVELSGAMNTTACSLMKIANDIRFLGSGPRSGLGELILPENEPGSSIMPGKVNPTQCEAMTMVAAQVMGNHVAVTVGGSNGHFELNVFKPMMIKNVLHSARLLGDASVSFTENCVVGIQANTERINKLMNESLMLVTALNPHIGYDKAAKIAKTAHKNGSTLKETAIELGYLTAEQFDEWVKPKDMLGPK
# NTMT1 inhibitor: blocks human N-terminal methyltransferase 1 activity. Q9BV86. NTMT1 MTase-Glo SAH luminescence, purified enzyme. Potency, µM (titrated, usually from 114 µM), for inactives: at the highest dose activity change, negative = inhibition, actives largely listed as inhibitors. 2.5% of 59,000 active. AID 1645870;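 note: potency is the fitted concentration of half-maximal effect; plate controls were DMSO vehicle for no effect and no enzyme for full effect; nearly all actives have a fitted effect of over 65% in size; many of its hits are not listed in these tables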
# B2AR arrestin ag: ADRB2 beta-arrestin recruitment; 44,000 tested, under 10 active; Potency, µM (titrated, usually from 46.1 µM), for the others: at the top dose activation, actives largely listed as activators; HTLA Tango cells, beta-arrestin recruitment, luciferase luminescence, 18 h;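 note: potency is the fitted concentration of half-maximal effect; 0% = DMSO and full agonism = EC100 isoproterenol or metaproterenol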
#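 First, Tango cells carrying beta2-AR and beta-arrestin fusions received compound up to 46 microM. After 18 hr at 37 degrees C, luciferase substrate was added for 15 minutes, then luminescence gave %Activity for curve fitting.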
# p53null 32C tox: selectivity test: cytotoxicity in p53 null cells, permissive temperature; H1299-neo p53 null cells, ATP luminescence, 24 h, 32C; AID 903; Potency, µM (series often up to 46.1 µM), inactives show top-dose activity change, negative = cytotoxicity, actives largely listed as cytotoxic; 0.62% of 55,000 active;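 note: potency is the fitted concentration of half-maximal effect; 0% = DMSO only and -100% = full killing by 100 µM tamoxifen; nearly all actives have a fitted effect of over 55% in size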
#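 H1299-neo (p53-null) cells, 600/well, were pre-incubated overnight at 37C, then exposed to compounds at up to 46 uM for 24 hr at 32C. Viability was measured as ATP content by luminescence, and AC50 values came from Hill fits.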
# p53null 39C kill: p53 null cell cytotoxicity, nonpermissive temperature. H1299 p53-null (neo) cells, 39C, ATPlite viability, 24 h. Potency, µM (doses to about 46.1 µM), for inactives: at the top dose activity, negative = cell killing, actives largely listed as cytotoxic. 0.97% of 55,000 active. AID 904;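 note: potency is the fitted concentration of half-maximal effect; 0% = DMSO only and -100% = full killing by 100 µM tamoxifen; nearly all actives have a fitted effect of over 50% in size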
#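 Concentration-response (up to 46 uM) was run for 24 h at the nonpermissive 39C on H1299-p53A138V or H1299-neo cells. ATP content was measured with ATPlite luminescence. AC50 values were Hill-modeled after normalizing between DMSO and 100 uM tamoxifen killing.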
# GALK inh: inhibits human galactokinase | 44,000 tested, under 10 active | AID 1347072 | recombinant GALK, Kinase-Glo ATP luminescence, 1 h | P51570 | Potency, µM (highest dose often 57.5 µM), without a hit: at the highest dose activity, negative = inhibition, most hits filed as inhibitors;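 note: plate controls were full GALK reaction for no effect and reaction lacking GALK for full effect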
#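 Human GALK (5 nM) was incubated with 35 uM ATP and 100 uM galactose in 20 mM HEPES pH 8.0 with MgCl2, NaCl, DTT and BSA for 1 h at room temperature. Remaining ATP was measured by Kinase-Glo Plus luminescence.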
# Starred values were filed as active, the others as inactive; ? = inconclusive; . = no result given; & = joins results of further samples; [ ] = remark or other dose. Calls come from the whole dose curve; as a rule, active = well fitted curve in the direction sought with a large enough effect; inconclusive = small, poorly fitted or top-dose-only effect, or another doubt; inactive = no such curve, though single readings can be large; an effect the other way counts as inactive or inconclusive. The list is partial (hit frequency here may not be typical).
1	CCc1ccc(NC(=O)CSc2nc(=O)n(Cc3ccco3)c3c2CCC3)cc1
2	O=C(COc1ccc(F)cc1)NCCc1nc2ccccc2[nH]1
3	CN1CCN(CCCNC(=O)c2cnn(-c3ccccc3)c2-n2cccc2)CC1
4	Cc1ccc(S(=O)(=O)c2c(C)nn(-c3ccccc3)c2OC(=O)c2ccccc2F)cc1
5	CCOC(=O)c1c(C)[nH]c(C)c1S(=O)(=O)N1CCC(C(=O)N2CCN(c3ccccc3F)CC2)CC1
6	Cc1ncc(COC(=O)C(C)C)c2cc(C(=O)Nc3ccccc3C(F)(F)F)c(=O)oc12
entry no.,1,2,3,4,5,6
TSG101-PTAP inh,-0.2%,-4.1%,-11.9%,-0.1%,-0.8%,2.4%
FH mod,-26.0%,5.5%,-3.6%,-7.3%,-7.8%,-4.5%
NTMT1 inhibitor,?,6.0%&7.1%,5.8%,2.1%,7.4%,5.1%
B2AR arrestin ag,?,0.7%,-3.7%,-2.2%,-3.0%,0.0%
p53null 32C tox,26.2%,14.1%,3.3%,-3.8%,-9.6%,0.9%
p53null 39C kill,-14.7%,-11.5%,-3.7%,-9.4%,18.4%,-0.1%
GALK inh,-9.0%,0.0%,-7.7%,-1.9%,-4.6%,2.8%

# Overlap with the part before: four compounds, then new ones.
3	CN1CCN(CCCNC(=O)c2cnn(-c3ccccc3)c2-n2cccc2)CC1
4	Cc1ccc(S(=O)(=O)c2c(C)nn(-c3ccccc3)c2OC(=O)c2ccccc2F)cc1
5	CCOC(=O)c1c(C)[nH]c(C)c1S(=O)(=O)N1CCC(C(=O)N2CCN(c3ccccc3F)CC2)CC1
6	Cc1ncc(COC(=O)C(C)C)c2cc(C(=O)Nc3ccccc3C(F)(F)F)c(=O)oc12
7	COC(=O)c1cc2c(cc1NC(=O)c1cnn(-c3ccc(C)cc3)c1-n1cccc1)OCO2
8	CCOC(=O)c1[nH]c(C)c(CCC(=O)N2CCN(c3cc(C)ccc3C)CC2)c1C
9	CSc1cccc(NC(=O)N2CCN(c3cc(-c4noc(C)n4)ccc3C)CC2)c1
10	COc1cc(Cl)c(C)cc1NS(=O)(=O)c1c(C)nc2sccn2c1=O
11	COc1cc(OC)c(NC(=O)CSc2cc(=O)n(C)c3ccc(Cl)cc23)cc1Cl
12	Fc1ccccc1OCc1nc(-c2ccc(-n3cccc3)cc2)no1
entry no.,3,4,5,6,7,8,9,10,11,12
TSG101-PTAP inh,-11.9%,-0.1%,-0.8%,2.4%,-3.7%,0.3%,0.3%,-0.8%,-4.4%,-4.3%
FH mod,-3.6%,-7.3%,-7.8%,-4.5%,.,-0.8%,-4.6%,-3.5%,-1.8%,-0.3%
NTMT1 inhibitor,5.8%,2.1%,7.4%,5.1%,.,-2.9%,-13.4%,-16.1%,-0.3%,-14.8%
B2AR arrestin ag,-3.7%,-2.2%,-3.0%,0.0%,-0.9%,-1.4%,-0.9%,-0.7%,-0.1%,-1.8%
p53null 32C tox,3.3%,-3.8%,-9.6%,0.9%,-3.4%,28.9%,2.8%,-0.4%,-0.7%,13.7%
p53null 39C kill,-3.7%,-9.4%,18.4%,-0.1%,20.0%,44.7%[activator],-2.9%,-7.3%,-1.8%,3.6%
GALK inh,-7.7%,-1.9%,-4.6%,2.8%,-1.5%,0.5%,4.2%,0.0%,9.2%,0.0%

13	COc1ccc(-n2c(-c3ccc(C)cc3)cc3c2CC(C)(C)CC3=O)c(OC)c1
14	O=C(NCc1ccc(Cl)cc1)C(=O)Nc1cccc(Br)c1
15	Cc1ccc(Cn2c3ccccc3c3cnn(CC(=O)Nc4cc(Cl)ccc4C)c(=O)c32)cc1
16	CCCOC(=O)c1cccc(NC(=O)CSc2nnc3cc(C)c4ccccc4n23)c1
17	CCOC(=O)c1ccccc1NC(=O)N(Cc1ccc(C)cc1)Cc1cccn1-c1nnc(N2CCCC2=O)s1
18	CCOC(=O)c1cnc2c(Cl)cc(Cl)cc2c1Nc1cc(C(=O)O)ccc1C
entry no.,13,14,15,16,17,18
TSG101-PTAP inh,-2.2%,1.4%,0.0%,-5.2%,-4.5%,-12.2%
FH mod,-27.1%,8.3%,-1.9%,0.8%,-8.7%,-15.9%
NTMT1 inhibitor,-1.2%,-12.2%,?,16.1%,15.5%,-13.8%
B2AR arrestin ag,0.9%,0.7%,0.4%,-2.7%,-2.1%,1.0%
p53null 32C tox,-0.3%,2.4%,-13.1%,-3.7%,-6.6%,3.3%
p53null 39C kill,27.4%,-13.9%,-9.3%,-5.6%,-20.9%,16.3%
GALK inh,10.0%,0.8%,0.2%,-4.7%,-1.0%,-0.2%

# Quoted at random: four records from the list
14	O=C(NCc1ccc(Cl)cc1)C(=O)Nc1cccc(Br)c1
16	CCCOC(=O)c1cccc(NC(=O)CSc2nnc3cc(C)c4ccccc4n23)c1
17	CCOC(=O)c1ccccc1NC(=O)N(Cc1ccc(C)cc1)Cc1cccn1-c1nnc(N2CCCC2=O)s1
13	COc1ccc(-n2c(-c3ccc(C)cc3)cc3c2CC(C)(C)CC3=O)c(OC)c1
entry no.,14,16,17,13
TSG101-PTAP inh,1.4%,-5.2%,-4.5%,-2.2%
FH mod,8.3%,0.8%,-8.7%,-27.1%
NTMT1 inhibitor,-12.2%,16.1%,15.5%,-1.2%
B2AR arrestin ag,0.7%,-2.7%,-2.1%,0.9%
p53null 32C tox,2.4%,-3.7%,-6.6%,-0.3%
p53null 39C kill,-13.9%,-5.6%,-20.9%,27.4%
GALK inh,0.8%,-4.7%,-1.0%,10.0%
